Bioassay records from PubChem.
TbREL1 inh: TbREL1 inhibition, primary screen; inhibition, % at 9.66 µM; hit rate 0.49% among 89,000; AID 1117264; TbREL1 RNA ligation, FRET fluorescence;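 active = inhibition above the mean inhibition across all screened compounds plus 3 SD, cut at about 11% in these data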;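 also: 0% = plate median of test wells and 100% = NSC42067 control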
Target sequence (P86926 whole entry, looked up): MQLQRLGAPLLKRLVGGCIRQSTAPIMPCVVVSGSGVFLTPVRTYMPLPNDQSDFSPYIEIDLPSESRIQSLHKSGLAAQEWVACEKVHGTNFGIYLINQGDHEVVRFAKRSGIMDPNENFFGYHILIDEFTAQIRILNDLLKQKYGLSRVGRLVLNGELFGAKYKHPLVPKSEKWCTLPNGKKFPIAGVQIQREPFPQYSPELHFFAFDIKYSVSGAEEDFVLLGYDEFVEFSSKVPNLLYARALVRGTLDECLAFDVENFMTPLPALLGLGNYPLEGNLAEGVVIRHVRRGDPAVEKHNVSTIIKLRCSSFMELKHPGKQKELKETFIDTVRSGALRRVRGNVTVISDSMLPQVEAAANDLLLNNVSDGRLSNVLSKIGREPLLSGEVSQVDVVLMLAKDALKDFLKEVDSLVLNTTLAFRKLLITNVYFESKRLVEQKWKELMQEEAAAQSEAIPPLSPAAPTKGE
Starred values were filed as active, the others as inactive. Only part of the results is shown, so the mix of outcomes need not match the whole.

SMILES	TbREL1 inh
COc1ccc(CCn2c(N)cc(=O)[nH]c2=S)cc1OC	-2
CN(C(=O)Cn1nc(C(=O)O)c2ccccc2c1=O)c1ccccc1	-1
COC(=O)[C@H](C)NC(=O)Nc1ccc(OC)c(OC)c1	-1
CC(Sc1nnc(C2CC2)n1C1CC1)C(=O)Nc1ccc(C(N)=O)cc1 (stereo unspecified)	0
Cc1ccc(-c2noc(-c3cc(C(C)(C)C)nn3Cc3ccccc3)n2)cc1	0
CC(C)(C)NS(=O)(=O)c1ccc(NS(=O)(=O)Cc2ccccc2)cc1	3
Cc1nnc(SCC(=O)N2CCCc3ccccc32)[nH]c1=O	0
Cc1nnc(N(C)C(=O)c2cnccn2)s1	-2
Cc1ccc(NC(=O)C2CCCN2S(=O)(=O)c2cccc3cccnc23)cc1F (stereo unspecified)	2
O=C(NCC(c1cccs1)N1CCOCC1)C1CCN(S(=O)(=O)c2ccccc2C(F)(F)F)CC1 (stereo unspecified)	-2
COCCN(CCOC)S(=O)(=O)c1ccc(/C(O)=C(\C#N)c2nc3ccccc3[nH]2)cc1	-4
Cc1nc(SCC(=O)N(C)c2ccccc2)[nH]c(=O)c1C	-2
COc1ccc(N2CCN(C(=O)c3ccc(NS(=O)(=O)c4cccc(F)c4)cc3)CC2)cc1	-5
O=C(CCCn1c(=O)[nH]c2ccsc2c1=O)N1CCN(Cc2ccc3c(c2)OCO3)CC1	-1
CSCCCN1CCC(n2nccc2NC(=O)CCCc2ccccc2)CC1	2
Cc1ccc(-c2nnc(C)c(N3CCOCC3)n2)cc1	0
COC(=O)c1nn(-c2c(C)n(C)n(-c3ccccc3)c2=O)cc1O	-2
O=C(OCC(=O)N1CCc2ccccc2C1)c1ccc(O)cc1	-2
CCn1c(SCC(=O)Nc2ccc(C(=O)OC)cc2)nnc1-c1cccc(Cl)c1	-1
Cc1sc(NC(=O)CSc2nnc(C)c(=O)[nH]2)c(C#N)c1C	2
Cc1ccc(C(=O)NC(Cc2ccc(C(C)(C)C)cc2)C(=O)O)cc1 (stereo unspecified)	-1
CCSc1nnc(NC(=O)Cn2cnc3ccccc3c2=O)s1	7
CC(=O)Oc1ccccc1Cn1c(C)c(C(=O)N(C)Cc2ccc(F)cc2)sc1=O	0
O=C(NCCc1cnccn1)C1CCC(=O)N(Cc2ccc(Cl)cc2)C1 (stereo unspecified)	-3
CCSc1nnc(NC(=O)c2cccnc2)s1	1
COc1ccc(CN2CCN(c3ccc(F)cc3)CC2)c(OC)c1OC	0
CC(=O)N(c1ccc(C)cc1)C1C=CS(=O)(=O)C1 (stereo unspecified)	3
CCCc1cc(=O)[nH]c(SCC(=O)c2[nH]c(C)c(C(=O)OCC)c2C)n1	-3
Cc1cc(C(=O)OC(C)C(=O)Nc2cccc(S(=O)(=O)N3CCOCC3)c2)c(C)o1 (stereo unspecified)	-5
O=C(Nc1cccc(-c2cn3ccccc3n2)c1)c1cccc(Cl)c1	8
Cc1cc(OCCCC(=O)N2CCCCC2)cc(C)c1Cl	0
COc1ccc(C(=O)NCC(c2ccccc2)N2CCCC2)cc1S(=O)(=O)N1CCOCC1 (stereo unspecified)	-2
CC(NC(=O)c1ccco1)C(=O)OC(C)C(=O)NCc1ccccc1 (stereo unspecified)	-4
CCOC(=O)c1c(CN2CCOCC2)oc2ccc(OC)cc12	-1
COc1cccc(C(=O)Nc2ccc(S(=O)(=O)NCc3ccco3)cc2)c1	-1
O=C(Cc1ccccc1)CC1(O)C(=O)Nc2ccccc21 (stereo unspecified)	1
COCCNC(=O)/C(C#N)=C/C=C/c1ccccc1	-1
COC(=O)C1CN(S(=O)(=O)c2ccccc2)CCN1S(=O)(=O)c1ccccc1 (stereo unspecified)	0
Cc1nc2nc(N)nc(OCc3ccccc3)c2nc1C	0
O=C(NCCN1CCOCC1)c1ccc(CSCc2cccc(Cl)c2)o1	-3
CCOc1ccccc1C1NC(=O)NC(C)=C1C(=O)OC1CCCCC1 (stereo unspecified)	-1
CCOCCCNC(=O)/C(C#N)=C/c1cc(OC)c(O)c([N+](=O)[O-])c1	-2
COc1ccc(/C(N)=N/OC(=O)CSc2ccccc2)cc1OC	1
NC(=O)COC(=O)CN1C(=O)C2CCCCC2C1=O (stereo unspecified)	3
CCOC(=O)N1CCN(C(=O)c2ccc3c(=O)n(CCc4ccccc4)c(=S)[nH]c3c2)CC1	5
C/C(=N\OCC(=O)OC(C)C(=O)Nc1ccc(C)c(S(=O)(=O)N2CCOCC2)c1)c1ccc2c(c1)OCO2 (stereo unspecified)	-1
CCC(=O)N1CCc2cc(Br)cc(S(=O)(=O)NCCN3CCCCC3C)c21 (stereo unspecified)	-2
CCN=C1NC(c2ccc(C(F)(F)F)cc2)C(C(=O)OC)=C(C)N1Cc1cccc(C(F)(F)F)c1 (stereo unspecified)	7
CCn1cc(/C=C(\NC(=O)c2cc(OC)c(OC)c(OC)c2)C(=O)N2CCN(C)CC2)c2ccccc21	-12
Cc1nc(SCC(=O)N2CC(=O)Nc3ccccc32)nc(C)c1C	-3
CCOc1ccc2cc(C#N)c(SCC(=O)N3CCC(C)CC3)nc2c1	4
Cc1oc2ccc(O)cc2c1C(=O)c1ccccc1	1
COc1ccccc1C(=O)N/C(=C\c1ccc(Br)cc1)C(=O)NCCCO	0
CCC(=O)c1ccc(OCC(O)CN2CC(C)OC(C)C2)cc1 (stereo unspecified)	1
COc1ccc(NC(=O)N(Cc2cc3cc(C)ccc3[nH]c2=O)CC2CCCO2)cc1 (stereo unspecified)	-2
O=C(CSc1ncn[nH]1)Nc1nc(-c2ccccc2)ns1	0
COc1ccc(C)cc1NC(=O)C1CCCN(S(=O)(=O)c2ccc3c(c2)CCCN3C(C)=O)C1 (stereo unspecified)	1
CCC(=O)c1ccc(OCC(O)CNC(C)c2ccccc2)cc1 (stereo unspecified)	10
O=C(NCc1ccco1)NCC(F)(F)F	-4
Cc1cnc(CNC(=O)C2CCC(=O)N(CCc3ccc(Cl)cc3)C2)cn1 (stereo unspecified)	0

(list continues)
SMILES	TbREL1 inh
CN1C(=S)SC(N(O)C(=O)Nc2ccccc2)C1(C)C (stereo unspecified)	6
CC(C)C[C@H]1CN=C(Nc2ccccc2)N1CCC1CCCCC1	10
COC(=O)[C@]12C[C@H](CC(=O)NCC34CC5CC(CC(C5)C3)C4)C(=O)N(Cc3cccc4ccccc34)C1=C[C@H](C(C)C)O[C@@H]2C1CC1	5
COc1cc(NC(=O)Nc2cc(C)on2)cc(OC)c1OC	1
Cc1cc(-c2ccccc2)nc(SCC(=O)N2CCCC2)n1	2
O=C(O)c1c2c(nc3ccccc13)/C(=C/c1ccc(O)cc1)CCC2	1
CC(c1ccccc1)N1CCn2c(nc3cc(NC(=O)c4cccs4)ccc32)C1 (stereo unspecified)	0
CC(C)(C)C(C(=O)NCc1ccccc1)N1CCN(CCN2CCOCC2)CC1 (stereo unspecified)	4
COc1ccc(-c2cc(C(=O)N/N=C/c3ccc4c(c3)OCO4)c3ccccc3n2)c(OC)c1	3
CN(CC(=O)Nc1cccc(S(=O)(=O)N2CCOCC2)c1)CC(=O)Nc1ccc(Cl)c(C(F)(F)F)c1	-2
COc1ccc(-n2c(=O)c3ccccc3n(CC(=O)OCc3ccccc3)c2=O)cc1OC	-4
CC1CN(S(=O)(=O)c2ccc(C(=O)N(CCCN(C)C)c3nc4c(Cl)cccc4s3)cc2)CC(C)O1 (stereo unspecified)	8
COc1ccc(/C=C/C(=O)O)cc1COc1ccccc1C	6
CCCNC(=O)c1ccc2nc(-c3ccccc3)c(-c3ccccc3)nc2c1	-1
COc1cccc(NC(=O)CN(C)C(=O)Cc2c(C)nc3ccccc3c2C)c1	-2
CCOC(=O)C1=C(C)N(CCCC(=O)NCc2ccc3c(c2)OCO3)C(=O)NC1c1ccc(Br)cc1 (stereo unspecified)	-1
Cc1cc(NC(=O)CSc2nnc(C)n2-c2ccccc2)no1	2
O=c1[nH]cnc2cc(Cl)ccc12	0
COc1cc(NS(=O)(=O)c2ccc(N/C=C(\C=O)c3nc4ccccc4o3)cc2)nc(OC)n1	4
C=CCOc1ccc(C2C(C#N)=C(N)N(Nc3ccccc3)C3=C2C(=O)CC(C)(C)C3)cc1OC (stereo unspecified)	-4
N#Cc1ccccc1NC(=O)COC(=O)/C=C/c1ccc(S(=O)(=O)N2CCOCC2)cc1	1
CN(C(=O)COC(=O)c1nn(C)c(=O)c2ccccc12)c1c(N)n(Cc2ccccc2)c(=O)[nH]c1=O	-2
COc1ccc2oc(C(=O)N3CCN(c4ncccn4)CC3)c(C)c2c1	-1
CCOC(=O)C1=CC[C@H]2c3c(c4ccccc4n3C)C(=O)C1N2C(=O)OC(C)(C)C	-2
O=C(NC(C(=O)c1ccccc1)N1CCCCC1)c1ccccc1 (stereo unspecified)	1
CC(=O)NCCC(=O)N1CCc2c([nH]c3ccccc23)C1c1cccc(Cl)c1 (stereo unspecified)	2
Cc1cnc(-c2nnc(N(C)C(=O)C3CCOC3)s2)cn1 (stereo unspecified)	1
COc1cc(-c2nnc(COc3ccc4cc(Br)ccc4c3)o2)cc(OC)c1OC	3
Cc1ccccc1N/N=C1\CCCNC1=O	0
CCC(=O)c1c[nH]c(C(=O)NCCc2ccccn2)c1	7
Cc1ccc(C)c(N2CCN(C(C(=O)NC3CCCC3)c3ccco3)CC2)c1 (stereo unspecified)	-4
CCN(CC)C(=O)CNC(=O)Cc1ccc(Cl)cc1	2
C=Cc1ccc(Cn2c(C)c(C(=O)NCc3ccc4c(c3)OCO4)sc2=O)cc1	-2
CC(C)C(C)NC(=O)COc1ccc(Sc2ccc(OCC(=O)NC(C)C(C)C)cc2)cc1 (stereo unspecified)	-2
Fc1ccc2c(Cl)c(-c3nnc(-c4cccs4)o3)sc2c1	1
CC(C)c1ccc(N(CC(=O)NC2CCCC2)C(=O)CCC(=O)Nc2ccccn2)cc1	3
COCCNC(=O)C(c1ccccc1)N(C(=O)Cn1nnc2ccccc21)c1cccnc1 (stereo unspecified)	1
COc1ccc(C2(CCN)CC(C)N(C)CC2C)cc1 (stereo unspecified)	1
COc1cccc(N2CCN(CC(=O)NCc3ccc(F)cc3)CC2)c1	-4
O=C(COC(=O)c1ncc(Cl)c(Cl)c1Cl)NCCc1ccccc1	-3
Cc1ccc(S(=O)(=O)Nc2ccc(S(=O)(=O)Nc3nccs3)cc2)c([N+](=O)[O-])c1	-2
O=C(NCC1CCCO1)C(=O)N/N=C/c1cc(Cl)ccc1O (stereo unspecified)	3
CCC(C)(C)C1CCC2(CC1)NC(=O)N(CC(=O)N(C)Cc1ccc(OC(F)F)cc1)C2=O (stereo unspecified)	4
Cc1ccc(NC(=O)CCSc2nnc(-c3ccco3)o2)cc1	0
CC(=O)c1c(C)[nH]c(C(=O)CN2CCN(S(=O)(=O)c3ccccc3)CC2)c1C	-2
CCOc1ccc(N(CC(=O)NCc2ccccc2OC)S(C)(=O)=O)cc1	-3
N#CC1c2ccccc2C=CN1C(=O)c1ccccc1 (stereo unspecified)	0
CCOc1ccc(S(=O)(=O)N2CCN(C(=O)CCC(=O)N3CCOCC3)CC2)cc1	0
COc1ccc(N2CCN(C(=O)c3ccc4c(c3)[nH]c(=S)n3c5ccccc5nc43)CC2)cc1	-4
O=C(O)c1ccc(NC(=O)c2ccccc2NC(=O)c2cccc(Br)c2)cc1	-2
CCCc1n[nH]c2c1/C(=N/O)CC(c1ccccc1)C2 (stereo unspecified)	0
Cc1csc(NC(=O)c2ccoc2C)n1	-2
COc1ccc(CN2CCC(n3nccc3NC(=O)CCc3ccccc3)CC2)c(C)c1C	-4
C#CCOCCOCCOCCNc1nc(N2CCN(C(=O)Cn3cc(CCCN=C(N)N)nn3)CC2)nc(N2CCN(C(=O)[C@H]([C@@H](C)O)n3cc(CCCCN)nn3)CC2)n1	3
COC(=O)c1ccc(N2C(=O)CC(NCc3ccccc3)C2=O)cc1 (stereo unspecified)	0
Cc1cc(=O)n2nc(N3CCCC3C(=O)NCc3ccccn3)sc2n1 (stereo unspecified)	2
CN(c1ccccc1)S(=O)(=O)c1ccc(C(=O)NNC(=O)c2ccccc2F)cc1	5
O=C(C1CCC(CNc2c(N3CCCCC3)c(=O)c2=O)CC1)N1CCc2ccccc2C1 (stereo unspecified)	-4
CN(C)S(=O)(=O)c1ccc(C(=O)OCCCN=C2NS(=O)(=O)c3ccccc32)cc1	-2
CCN1C(=O)/C(=C/C=C2\C=CN(CC)c3ccccc32)SC1=S	7
Cc1ccc(NC(=O)Cc2nnc(SCC(=O)NC3CCCC3)n2C)c(C)c1	2
CC(C)c1[nH]nc2c1C(c1ccccc1)N(c1ccccc1)C2=O (stereo unspecified)	0
CCOc1ccc(N2CC(=O)Nc3ccccc3NCC2=O)cc1	-5

As a short view, part of the list above:
SMILES	TbREL1 inh
N#CC1c2ccccc2C=CN1C(=O)c1ccccc1 (stereo unspecified)	0
CCOc1ccc(S(=O)(=O)N2CCN(C(=O)CCC(=O)N3CCOCC3)CC2)cc1	0
COc1ccc(N2CCN(C(=O)c3ccc4c(c3)[nH]c(=S)n3c5ccccc5nc43)CC2)cc1	-4
O=C(O)c1ccc(NC(=O)c2ccccc2NC(=O)c2cccc(Br)c2)cc1	-2
CCCc1n[nH]c2c1/C(=N/O)CC(c1ccccc1)C2 (stereo unspecified)	0
Cc1csc(NC(=O)c2ccoc2C)n1	-2
COc1ccc(CN2CCC(n3nccc3NC(=O)CCc3ccccc3)CC2)c(C)c1C	-4
C#CCOCCOCCOCCNc1nc(N2CCN(C(=O)Cn3cc(CCCN=C(N)N)nn3)CC2)nc(N2CCN(C(=O)[C@H]([C@@H](C)O)n3cc(CCCCN)nn3)CC2)n1	3
COC(=O)c1ccc(N2C(=O)CC(NCc3ccccc3)C2=O)cc1 (stereo unspecified)	0
Cc1cc(=O)n2nc(N3CCCC3C(=O)NCc3ccccn3)sc2n1 (stereo unspecified)	2
CN(c1ccccc1)S(=O)(=O)c1ccc(C(=O)NNC(=O)c2ccccc2F)cc1	5
O=C(C1CCC(CNc2c(N3CCCCC3)c(=O)c2=O)CC1)N1CCc2ccccc2C1 (stereo unspecified)	-4
CN(C)S(=O)(=O)c1ccc(C(=O)OCCCN=C2NS(=O)(=O)c3ccccc32)cc1	-2
CCN1C(=O)/C(=C/C=C2\C=CN(CC)c3ccccc32)SC1=S	7
Cc1ccc(NC(=O)Cc2nnc(SCC(=O)NC3CCCC3)n2C)c(C)c1	2
CC(C)c1[nH]nc2c1C(c1ccccc1)N(c1ccccc1)C2=O (stereo unspecified)	0
CCOc1ccc(N2CC(=O)Nc3ccccc3NCC2=O)cc1	-5
